Source: PubChem BioAssay
NPY2 pot ag: human NPY-Y2 potentiation or agonism, primary screen; P49146; cells expressing NPY-Y2, potentiator/agonist read-out; activation, % at 3.6 µM; actives 0.45% (n = 220,000); in the data active = activation above about 27%;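 note: cells stimulated with NPY near EC25 plus isoproterenol at EC100; 0% = vehicle plus submaximal agonist and 100% = vehicle plus saturating agonist; some results beyond the cut were filed as inactive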
NPY-Y1 PAM-ag: human NPY-Y1 potentiation or agonism, primary screen; P25929; NPY-Y1 expressing cells, potentiator/agonist activation; activation, % at 3.6 µM; actives 0.37% (n = 220,000); in the data active = activation above about 33%, passing the limit was not always enough;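 note: cells stimulated with NPY at EC10 then isoproterenol at EC100; 0% = low agonist plus stimulus and 100% = saturating agonist plus stimulus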
Target sequence (P25929 whole entry, looked up): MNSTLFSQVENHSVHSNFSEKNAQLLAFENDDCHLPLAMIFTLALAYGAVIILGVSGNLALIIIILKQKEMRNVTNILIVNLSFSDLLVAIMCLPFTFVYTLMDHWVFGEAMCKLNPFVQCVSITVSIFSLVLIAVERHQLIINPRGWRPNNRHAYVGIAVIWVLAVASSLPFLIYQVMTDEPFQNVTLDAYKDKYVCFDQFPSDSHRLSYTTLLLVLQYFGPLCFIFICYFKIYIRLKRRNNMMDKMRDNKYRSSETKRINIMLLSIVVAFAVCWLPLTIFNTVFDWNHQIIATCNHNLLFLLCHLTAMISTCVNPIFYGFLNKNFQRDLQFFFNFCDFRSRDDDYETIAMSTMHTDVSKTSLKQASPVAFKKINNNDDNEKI
NPY Y1 blocker: blocks the human neuropeptide Y Y1 receptor. actives 1% (n = 200,000). HEK293-CNG Y1 cells, membrane potential fluorescence; NPY at EC95, then isoproterenol. inhibition, % at 3.6 µM;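 active = inhibition above the campaign mean inhibition of all tested compounds plus 3 SD, cut at about 20% in these data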;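 note: 0% = DMSO wells given NPY plus isoproterenol and 100% = isoproterenol alone without NPY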
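Material: HEK293 cells co-expressing NPY Y1 receptor and cyclic-nucleotide gated channel. Timing: compound incubation 1 h at room temperature, readout 45 min post-stimulation. Signal: fluorescence, membrane potential probe.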
S1P4 antagonist: human S1P4 receptor antagonism; inhibition, % at 4.98 µM; S1P4-expressing cells, antagonist mode, reporter read-out; actives 0.26% (n = 220,000); AID 1510; in the data active = inhibition above about 29%;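 note: 0% = wells stimulated with agonist and 100% = vehicle wells without agonist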
CHOP inhibitor: CHOP inhibition in unfolded protein response; actives 3.8% (n = 220,000); inhibition, % at 10 µM; CHO-K1 CHOP-promoter luciferase, tunicamycin-induced, 15-18 h; AID 2732;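 active = compounds that reduced the stress-induced luciferase reporter signal by more than about 70% of percent inhibition, limit read from the data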;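 note: 0% = tunicamycin plus vehicle and 100% = wells without tunicamycin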
EP2 mod: modulates human prostaglandin E2 receptor EP2 signaling; EP2-expressing cells, cAMP HTRF FRET, PGE2 co-stimulation; induction, % at 25 µM; actives 0.83% (n = 260,000);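 active = compounds whose cAMP rise, as percent of the full-agonist control response, exceeds 60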;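 note: rat C6 glioma line stably carrying human EP2 under a CMV promoter; the protocol text gives 20 µM as final concentration; 100% = response of wells given 1 µM PGE2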
S1P4 ag: agonists of human S1P4 receptor | O95977 | S1P4-expressing cell line, agonist reporter assay | activation, % at 4.98 µM | actives 0.35% (n = 220,000) | AID 1509; in the data active = activation above about 11%;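 note: 0% = DMSO vehicle and 100% = reference agonist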
zfTRPN1 agonist: agonists of zebrafish TRPN1 channel; HEK293 zebrafish TRPN1-YFP, Fluo-8 calcium fluorescence; 100% = response to 87 µM carbachol; activation, % at 3 µM; actives 0.18% (n = 220,000);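 active = activation above its plate's cutoff, the mean activation of test wells on that plate plus 3 SD, cut at about 19% in these data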;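 note: 0% = DMSO alone and 100% = 87 µM carbachol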
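Material: zebrafish TRPN1-YFP in HEK293 cells. Doses: one dose of 3 µM, 0.3% DMSO. Incubation: dye 1 h 37 °C plus 30 min RT. Measured by: intracellular calcium fluorescence with Fluo-8.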
TRPML3 agonist: agonists of human TRPML3 channel | Q8TDD5 | HEK293 TRPML3-YFP, Fluo-8 calcium fluorescence; 100% = the carbachol control signal | activation, % at 3 µM | actives 0.29% (n = 220,000) | AID 1448;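 active = activation above its plate's cutoff, the mean activation of the plate's test wells plus 3 SD, cut at about 12% in these data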;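 note: 0% = DMSO only wells and 100% = carbachol wells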
Target sequence (Q8TDD5 whole entry, looked up): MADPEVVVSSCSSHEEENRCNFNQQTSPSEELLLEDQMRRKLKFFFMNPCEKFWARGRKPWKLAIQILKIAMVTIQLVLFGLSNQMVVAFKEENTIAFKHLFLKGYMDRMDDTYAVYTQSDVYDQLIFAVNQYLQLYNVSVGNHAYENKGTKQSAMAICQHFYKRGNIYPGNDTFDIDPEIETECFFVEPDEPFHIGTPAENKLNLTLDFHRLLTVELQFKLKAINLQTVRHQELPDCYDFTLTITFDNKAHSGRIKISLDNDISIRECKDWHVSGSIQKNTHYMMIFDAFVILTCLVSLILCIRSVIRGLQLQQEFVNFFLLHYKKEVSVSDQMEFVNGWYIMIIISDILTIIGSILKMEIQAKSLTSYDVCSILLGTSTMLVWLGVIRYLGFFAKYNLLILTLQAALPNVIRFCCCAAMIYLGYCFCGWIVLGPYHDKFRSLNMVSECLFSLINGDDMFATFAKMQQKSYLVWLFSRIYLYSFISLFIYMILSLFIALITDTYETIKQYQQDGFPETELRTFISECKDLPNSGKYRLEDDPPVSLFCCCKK
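system = HEK293 cells stably carrying human TRPML3-YFP | doses = one concentration, 3 µM nominal, 0.3% DMSO | timing = dye loading 1 h 37 °C then 30 min ambient, 125 s read | detection = Fluo-8 calcium dye fluorescence, ex 470-495, em 515-575 nm | benchmarks = high control carbachol 87 µM, low control DMSO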
Numbers without * were called inactive; & = joins results of further samples.

For COc1nc(OC)nc(N2CCC(C(=O)NC3CC3)CC2)n1 the results were NPY2 pot ag -7.2, NPY-Y1 PAM-ag -10.5, NPY Y1 blocker -4.5, S1P4 antagonist -1.3, CHOP inhibitor 0.2, EP2 mod -7.7, S1P4 ag 1.1, zfTRPN1 agonist 0.1 and TRPML3 agonist 0.9.
For Cc1ccc(NC(=O)CN(c2ccccc2)S(=O)(=O)N(C)C)cc1 the results were NPY2 pot ag -4.1, NPY-Y1 PAM-ag 6.6, NPY Y1 blocker 10.1, S1P4 antagonist -26.1, CHOP inhibitor 1.2, EP2 mod 0.0, S1P4 ag 0.8, zfTRPN1 agonist -0.9 and TRPML3 agonist 0.2.
Cc1cc(NS(=O)(=O)c2ccc(NC(=O)CCCOc3ccc(Cl)cc3)cc2)no1 was read as NPY2 pot ag 7.3, NPY-Y1 PAM-ag 15.9, NPY Y1 blocker -4.1, S1P4 antagonist 1.3, CHOP inhibitor 3.2, EP2 mod 17.6&-7.7, S1P4 ag 0.0, zfTRPN1 agonist 0.3 and TRPML3 agonist -0.7.
`CCCc1[nH]n(-c2nc3ccccc3s2)c(=O)c1C=NCCCOC` gave NPY2 pot ag 3.8, NPY-Y1 PAM-ag -2.9, S1P4 antagonist -15.5, CHOP inhibitor -9.1, EP2 mod -54.6, S1P4 ag 1.1, zfTRPN1 agonist 0.3 and TRPML3 agonist 0.4.
CC(C)NC(=O)CCCn1c(=S)[nH]c2cc3c(cc2c1=O)OCO3 was read as NPY2 pot ag 2.3, NPY-Y1 PAM-ag 31.4, NPY Y1 blocker -1.9, S1P4 antagonist -2.3, CHOP inhibitor -12.8, EP2 mod 0.8, S1P4 ag -1.7, zfTRPN1 agonist 1.2 and TRPML3 agonist 0.6.
Screening CC1CC2=C(NC(=S)NC2c2ccccc2F)/C(=C/c2ccccc2F)C1 (stereo not given) returned NPY2 pot ag -8.0, NPY-Y1 PAM-ag -1.5, NPY Y1 blocker 6.8, S1P4 antagonist -12.9, CHOP inhibitor 33.0, EP2 mod 30.6, S1P4 ag 0.4, zfTRPN1 agonist -1.2 and TRPML3 agonist 0.8.
Cc1nnc(SCC(=O)N2CCc3ccccc3C2)s1 was read as NPY2 pot ag 0.4, NPY-Y1 PAM-ag 3.2, NPY Y1 blocker 4.7, S1P4 antagonist 4.7, CHOP inhibitor 16.4, EP2 mod 7.2, S1P4 ag -2.2, zfTRPN1 agonist 1.0 and TRPML3 agonist 0.1.
`O=C(CSC1=NCCS1)Nc1ccc(S(=O)(=O)NC2CCCCC2)cc1` gave NPY2 pot ag 7.6, NPY-Y1 PAM-ag -8.3, NPY Y1 blocker -2.9, S1P4 antagonist 0.0, CHOP inhibitor 26.0, EP2 mod -26.7&1.4, S1P4 ag 0.6, zfTRPN1 agonist -0.8 and TRPML3 agonist 0.3.
O=C(Nc1ccc(Cl)c(Cl)c1)c1ccncc1 was read as NPY2 pot ag 0.7, NPY-Y1 PAM-ag -14.4, NPY Y1 blocker -4.0, S1P4 antagonist -7.9, CHOP inhibitor -8.1, EP2 mod -41.6, S1P4 ag 0.1, zfTRPN1 agonist 2.1 and TRPML3 agonist 0.8.
`COc1ccc(NC(=S)N(CCN(C)C)Cc2cccs2)cc1` gave NPY2 pot ag 9.2, NPY-Y1 PAM-ag 16.9, NPY Y1 blocker 0.7, S1P4 antagonist -12.0, CHOP inhibitor 5.4, EP2 mod -17.7, S1P4 ag -2.2, zfTRPN1 agonist -0.7 and TRPML3 agonist 0.9.
CN(Cc1ccon1)C(=O)CC1C(=O)NCCN1CC1CCCCC1 (stereo not given) was read as NPY2 pot ag -8.5, NPY-Y1 PAM-ag -5.6, NPY Y1 blocker 2.7, S1P4 antagonist -6.3, CHOP inhibitor -7.7, EP2 mod 13.8, S1P4 ag -1.9, zfTRPN1 agonist 0.3 and TRPML3 agonist 0.4.
`CC1=NN(Cc2ccccc2)C(=O)/C1=C\c1ccc(N(C)C)cc1` gave NPY2 pot ag -11.5, NPY-Y1 PAM-ag 4.3, NPY Y1 blocker -0.1, S1P4 antagonist 10.1, CHOP inhibitor 41.3, EP2 mod -14.8, S1P4 ag 0.0, zfTRPN1 agonist -2.7 and TRPML3 agonist -1.2.
Screening CCn1cc(Cl)c(C(=O)NNC(=O)CCn2nc(C)c([N+](=O)[O-])c2C)n1 returned NPY2 pot ag -1.7, NPY-Y1 PAM-ag 7.2, NPY Y1 blocker -2.4, S1P4 antagonist -6.4, CHOP inhibitor -7.5, EP2 mod 7.9, S1P4 ag 3.1, zfTRPN1 agonist 0.2 and TRPML3 agonist 0.9.
Screening CCC(C)c1ccc(NC(=S)NC(C)C2CCCO2)cc1 (stereo not given) returned NPY2 pot ag -30.3, NPY-Y1 PAM-ag -2.7, NPY Y1 blocker 9.8, S1P4 antagonist -6.4, CHOP inhibitor -0.4, EP2 mod -10.5, S1P4 ag 1.5, zfTRPN1 agonist -1.2 and TRPML3 agonist 0.9.
`CNC(=O)CSc1n[nH]c(-c2cc(Cl)ccc2OC)n1` gave NPY2 pot ag -11.4, NPY-Y1 PAM-ag -7.0, NPY Y1 blocker 1.1, S1P4 antagonist -3.5, CHOP inhibitor -2.2, EP2 mod -6.5, S1P4 ag -2.1, zfTRPN1 agonist 0.1 and TRPML3 agonist 0.0.
`COc1ccc(C(C(=O)NC2CCCC2)N(CCN(C)C)C(=O)c2snc(C(N)=O)c2N)cc1` (stereo not given) gave NPY2 pot ag 8.1, NPY-Y1 PAM-ag 4.3, NPY Y1 blocker 3.0, S1P4 antagonist 7.4, CHOP inhibitor 7.5, EP2 mod -7.0, S1P4 ag 0.6, zfTRPN1 agonist 1.4 and TRPML3 agonist 0.8.
For COc1cc(C2N=C(c3ccccc3)NO2)cc(Br)c1O (stereo not given) the results were NPY2 pot ag -17.0, NPY-Y1 PAM-ag -13.0, NPY Y1 blocker 4.0, S1P4 antagonist -18.6, CHOP inhibitor -1.0, EP2 mod -14.9, S1P4 ag 4.0, zfTRPN1 agonist -0.3 and TRPML3 agonist -0.7.
`O=S(=O)(Nc1ccccc1)c1ccc(-c2csnn2)cc1` gave NPY2 pot ag 14.4, NPY-Y1 PAM-ag 5.6, S1P4 antagonist 7.8, CHOP inhibitor -4.2, EP2 mod -42.5, S1P4 ag 0.9, zfTRPN1 agonist 5.8 and TRPML3 agonist 1.4.
`Cc1ccc(NNC(=O)CCc2ccccc2)c(C)c1` gave NPY2 pot ag 5.5, NPY-Y1 PAM-ag 14.9, S1P4 antagonist 4.8, CHOP inhibitor 4.9, EP2 mod -35.9, S1P4 ag 0.0, zfTRPN1 agonist -2.1 and TRPML3 agonist -0.9.
`O=C(NCc1ccccc1)C1CCCN(S(=O)(=O)c2cccs2)C1` (stereo not given) gave NPY2 pot ag 14.6, NPY-Y1 PAM-ag -9.1, NPY Y1 blocker -3.9, S1P4 antagonist 3.9, CHOP inhibitor 8.8, EP2 mod 10.3, S1P4 ag 1.6, zfTRPN1 agonist 0.6 and TRPML3 agonist 0.3.
Screening CCN1CCN(C(=S)NCC2CCCO2)CC1 (stereo not given) returned NPY2 pot ag 8.9, NPY-Y1 PAM-ag 14.7, NPY Y1 blocker 1.8, S1P4 antagonist 9.9, CHOP inhibitor 12.9, EP2 mod 26.6, S1P4 ag 1.0, zfTRPN1 agonist 0.6 and TRPML3 agonist 0.8.
Screening O=C(CCCn1c(=O)c2sccc2n(Cc2ccc(F)cc2)c1=O)NCc1ccco1 returned NPY2 pot ag 1.4, NPY-Y1 PAM-ag -33.1, NPY Y1 blocker 8.5, S1P4 antagonist -8.5, CHOP inhibitor 29.4, EP2 mod 8.8, S1P4 ag 3.1, zfTRPN1 agonist -0.1 and TRPML3 agonist -0.4.
For Cc1cccc(Oc2ncnc3onc(C)c23)c1C the results were NPY2 pot ag -0.8, NPY-Y1 PAM-ag 12.4, NPY Y1 blocker 2.4, S1P4 antagonist 0.3, CHOP inhibitor -12.2, EP2 mod 13.5, S1P4 ag 0.8, zfTRPN1 agonist -1.0 and TRPML3 agonist -0.7.
C[N+]1(CCCOC(=O)C2(c3ccccc3)CCCC2)CCOCC1 was read as NPY2 pot ag -0.7, NPY-Y1 PAM-ag 6.1, NPY Y1 blocker 4.7, S1P4 antagonist 17.2, CHOP inhibitor 9.5, EP2 mod 20.2, S1P4 ag 1.3, zfTRPN1 agonist -0.5 and TRPML3 agonist 0.5.
`CC(C)C1NC(=S)N(Cc2ccccc2)C1=O` (stereo not given) gave NPY2 pot ag 6.0, NPY-Y1 PAM-ag 13.1, NPY Y1 blocker 2.7, S1P4 antagonist 3.9, S1P4 ag 1.3, zfTRPN1 agonist 1.0 and TRPML3 agonist 0.3.
Cc1ccc(C(=O)Nc2cnc3ccccn3c2=O)cc1 was read as NPY2 pot ag 0.9, NPY-Y1 PAM-ag 14.7, NPY Y1 blocker -0.2, S1P4 antagonist 2.5, CHOP inhibitor 18.0, EP2 mod -3.0, S1P4 ag -2.5, zfTRPN1 agonist 0.3 and TRPML3 agonist 0.3.
For Cn1cc(Br)c(NC(=O)/C=C/C(=O)O)n1 the results were NPY2 pot ag -3.5, NPY-Y1 PAM-ag 0.5, S1P4 antagonist -22.9, CHOP inhibitor 10.8, EP2 mod -38.9, S1P4 ag 1.6, zfTRPN1 agonist 0.0 and TRPML3 agonist 0.8.
For Cc1ccc(NC(=O)CSc2nnc(C)c(=O)[nH]2)cc1C the results were NPY2 pot ag -12.2, NPY-Y1 PAM-ag 0.6, NPY Y1 blocker 10.1, S1P4 antagonist 9.9, CHOP inhibitor 8.2, EP2 mod 17.9, S1P4 ag 3.4, zfTRPN1 agonist 0.1 and TRPML3 agonist 0.1.
Screening S=C(NCCc1ccccc1)NC1CC1 returned NPY2 pot ag 5.0, NPY-Y1 PAM-ag 10.9, NPY Y1 blocker -1.5, S1P4 antagonist -5.3, CHOP inhibitor -6.5, EP2 mod -4.3, S1P4 ag 0.3, zfTRPN1 agonist 2.8 and TRPML3 agonist 1.4.
CCN(c1nc(C)cc(OC)n1)S(=O)(=O)c1ccccc1 was read as NPY2 pot ag -12.7, NPY-Y1 PAM-ag -11.9, NPY Y1 blocker 7.5, S1P4 antagonist 13.7, CHOP inhibitor 44.3, EP2 mod 28.7, S1P4 ag -0.6, zfTRPN1 agonist -1.2 and TRPML3 agonist 3.0.
For CCCCCn1nc(C(=O)OCC(=O)c2c(N)n(C)c(=O)n(C)c2=O)c2ccccc2c1=O the results were NPY2 pot ag 8.4, NPY-Y1 PAM-ag 14.2, NPY Y1 blocker 0.5, S1P4 antagonist 13.0, CHOP inhibitor 26.8, EP2 mod -62.0, S1P4 ag -1.0, zfTRPN1 agonist 0.8 and TRPML3 agonist 0.8.
For CC(=O)Nc1cc(C(=O)OC(C(=O)c2ccccc2)c2ccccc2)ccc1C (stereo not given) the results were NPY2 pot ag 2.4, NPY-Y1 PAM-ag -15.0, NPY Y1 blocker -7.7, S1P4 antagonist 0.4, CHOP inhibitor -9.7, EP2 mod -8.5, S1P4 ag -2.8, zfTRPN1 agonist -1.2 and TRPML3 agonist -1.1.
